Screening results: PubChem, several laboratories
p47phox inh: inhibitors of human p47phox binding | actives 0.53% (n = 220,000) | P14598 | AID 1274 | p47phox/p22phox peptide binding, fluorescence polarization, 2 h | inhibition, % at 24.7 µM;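 active = inhibition above about 30%, limit read from the data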;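 note: 0% = p47phox with labelled peptide and 100% = labelled peptide alone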
TbHK1 inh: blocks Trypanosoma brucei hexokinase 1 activity; actives 0.11% (n = 220,000); AID 1430; recombinant TbHK1, G6PDH-coupled NADH A340; inhibition, % at 10 µM;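 active = inhibition of 50% or more in the single-dose primary screen; inactive = inhibition below 50%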
14-3-3 Bad PPI: disrupts binding of bovine 14-3-3 zeta to phospho-Bad peptide; P63103; TR-FRET 14-3-3zeta/Dy647-pBad peptide displacement, 1 h; inhibition, % at 21.7 µM; actives 0.71% (n = 220,000);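 active = inhibition above about 70%, limit read from the data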;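 note: 0% = full 14-3-3 plus peptide FRET controls and 100% = background without 14-3-3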
Target sequence (P63103 whole entry, looked up): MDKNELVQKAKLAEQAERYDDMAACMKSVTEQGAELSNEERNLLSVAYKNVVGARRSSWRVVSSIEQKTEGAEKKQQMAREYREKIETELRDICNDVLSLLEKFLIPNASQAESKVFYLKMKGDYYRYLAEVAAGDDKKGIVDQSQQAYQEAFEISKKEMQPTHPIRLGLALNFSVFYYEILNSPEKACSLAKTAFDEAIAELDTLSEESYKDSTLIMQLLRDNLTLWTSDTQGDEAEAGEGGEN
zVAD death inh: L929 zVAD cell death inhibition | viability rescue, % at 10 µM | AID 1377 | actives 0.38% (n = 220,000) | L929 zVAD necroptosis rescue, ATP luminescence, 24 h; with zVAD 60 µM;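 active = activation, scaled between plate controls, above about 75%, limit read from the data; inactive = activation under that limit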;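 note: 0% = zVAD with DMSO and 100% = DMSO alone without zVAD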
Runt-CBFb FRET: inhibitors of human RUNX1 Runt domain binding to CBFb | Q01196+Q13951 | inhibition, % at 20 µM | Cerulean-Runt/Venus-CBFb FRET ratio 530/480, 1 h | actives 0.46% (n = 220,000);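 active = inhibition over about 50% at 20 µM in the single-dose screen, limit read from the data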;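 note: 0% = DMSO wells and 100% = excess unlabeled CBFb competitor control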
Target sequence (Q01196 whole entry, looked up, the tested form may be a part): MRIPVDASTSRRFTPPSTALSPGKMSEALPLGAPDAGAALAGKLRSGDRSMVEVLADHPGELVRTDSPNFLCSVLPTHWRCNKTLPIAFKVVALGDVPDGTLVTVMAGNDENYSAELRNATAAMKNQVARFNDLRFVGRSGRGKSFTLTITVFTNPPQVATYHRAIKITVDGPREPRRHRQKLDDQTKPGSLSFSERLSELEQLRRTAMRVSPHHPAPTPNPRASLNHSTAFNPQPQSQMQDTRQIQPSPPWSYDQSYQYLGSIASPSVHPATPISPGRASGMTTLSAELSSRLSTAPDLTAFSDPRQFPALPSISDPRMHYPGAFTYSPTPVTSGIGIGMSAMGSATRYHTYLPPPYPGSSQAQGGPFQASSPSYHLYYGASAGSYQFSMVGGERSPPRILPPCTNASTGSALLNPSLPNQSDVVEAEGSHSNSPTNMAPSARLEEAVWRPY
Target sequence (Q13951 whole entry, looked up, the tested form may be a part): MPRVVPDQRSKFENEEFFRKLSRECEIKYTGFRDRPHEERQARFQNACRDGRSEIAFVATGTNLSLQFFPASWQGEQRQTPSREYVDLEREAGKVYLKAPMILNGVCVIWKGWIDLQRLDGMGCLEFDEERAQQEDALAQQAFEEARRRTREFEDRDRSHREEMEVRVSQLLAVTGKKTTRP
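Measured by: fluorescence energy transfer, 422 nm excitation, 530/480 nm emission; test system: Cerulean-tagged RUNX1 Runt domain (FRET donor) fusion protein; buffer or medium: Tris pH 7.5 buffer with BSA; compound: one dose, 20 µM compound, 1% DMSO; times: two 1 h room-temperature incubations shielded from light; benchmarks: unlabeled CBFb 5 µM, positive control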
Hck-Nef inh: inhibitors of human Hck kinase activated by Nef | actives 0.68% (n = 220,000) | P08631 | Recombinant Hck-YEEI plus Nef, Z-Lyte FRET kinase assay | inhibition, % at 20 µM | AID 463187;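 active = Hck-Nef kinase inhibition above about 50%, limit read from the data; inactive = inhibition below that limit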;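 note: 0% = DMSO with Hck plus Nef and 100% = Hck alone without Nef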
MDM2 E3 inh: Mdm2 E3 ligase (human) inhibition; cell-based MDM2 ubiquitination luciferase reporter, 2 h; 0 = plate control, 100 = twice control, blank-subtracted; AID 1230; actives 0.11% (n = 210,000); signal enhancement, % at 5 µM; Q00987;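 active = signal enhancement of 30% or more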;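 note: luminescence tracks abundance of the self-degrading MDM2-luciferase fusion protein; higher signal means inhibition of MDM2 E3 ligase activity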
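Material: Stable MDM2–luciferase fusion reporter cells | Amount: 2000 cells seeded into each well | Dosing: One concentration, 5 µM, with 0.2% DMSO | Incubation: 4 h cell settling then 2 h compound exposure, 37 °C | Measured by: Luciferase luminescence | Read-out basis: % enhancement relative to plate controls after blank subtraction | Benchmarks: Control and blank well means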
EBV gp42 block: blocks Epstein-Barr virus glycoprotein 42 binding. Q1HVG2. Fluorescence polarization binding assay, mP read-out. inhibition, % (tested at 21.74 µM). actives 0.42% (n = 220,000). AID 1085; in the data active = inhibition above about 50%
Runt-SMMHC FRET: blocks binding of human RUNX1 Runt domain to CBFb-SMMHC; Cerulean-Runt/Venus-CBFb-SMMHC FRET ratio 530/480, 1 h; inhibition, % at 20 µM; actives 0.74% (n = 220,000); AID 1434;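 active = mean inhibition across duplicate retests at 20 µM reaching about 50%, limit read from the data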;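 note: 0% = DMSO wells and 100% = wells with excess untagged CBFb-SMMHC; inhibitors lower the FRET ratio by blocking Runt binding to CBFb-SMMHC; some results filed as inactive read as strong as hits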
Active calls of the source: *; · = not tested or not shown; [ ] = another dose, or the depositor's remark.

(1) Cc1c(Cl)c([N+](=O)[O-])nn1CC(=O)N1CCN(Cc2ccccc2)CC1
(2) Cc1cc(C=C(C#N)C#N)c(C)n1-c1ccccc1
(3) Cn1c(=O)c2c(nc(NCc3ccco3)n2CC(O)COc2ccccc2)n(C)c1=O (centres undefined)
(4) O=S(=O)(NCc1ccc(Cl)cc1Cl)c1ccc(N2CCOCC2)nc1
(5) NC(=O)c1c(NC(=O)Cn2nc(C(=O)O)c3ccccc3c2=O)sc2c1CCCC2
(6) N#Cc1c(-c2ccccc2F)cc(-c2cccnc2)nc1N
(7) O=S(=O)(NCc1ccccc1)c1ccc2c(c1)OCCO2
(8) Cc1cccc(Cn2ccc(N)n2)c1
Assay by compound	1	2	3	4	5	6	7	8
p47phox inh	6	-33	-10	-12	5	-10	-7	-3
TbHK1 inh	-5	0	2	-9	-5	17	8	3
14-3-3 Bad PPI	-3	-6	8	4	66	-4	52	-4
zVAD death inh	0.3	0.5	-0.1	0.2	1.0	0.6	1.3	1.8
Runt-CBFb FRET	-2	1	1	2	-1	-2	1	0
Hck-Nef inh	13	-1	4	-4	7	20	8	29
MDM2 E3 inh	-8	-6	-17	-5	5	2	4	-9
EBV gp42 block	-11	3	-24	-13	53*	-10	3	-2
Runt-SMMHC FRET	0	-15	4	0	-3	-30	0	0

Entries of single compounds from above:
NC(=O)c1c(NC(=O)Cn2nc(C(=O)O)c3ccccc3c2=O)sc2c1CCCC2 across the screens: p47phox inh = 5; TbHK1 inh = -5; 14-3-3 Bad PPI = 66; zVAD death inh = 1.0; Runt-CBFb FRET = -1; Hck-Nef inh = 7; MDM2 E3 inh = 5; EBV gp42 block = 53*; Runt-SMMHC FRET = -3
O=S(=O)(NCc1ccc(Cl)cc1Cl)c1ccc(N2CCOCC2)nc1 across the screens: p47phox inh = -12; TbHK1 inh = -9; 14-3-3 Bad PPI = 4; zVAD death inh = 0.2; Runt-CBFb FRET = 2; Hck-Nef inh = -4; MDM2 E3 inh = -5; EBV gp42 block = -13; Runt-SMMHC FRET = 0

Following part:
(9) COc1ccc(OC)c(C(=O)c2coc3ccc(O)c(CN4CCOCC4)c23)c1
(10) COc1ccc(C(CC(=O)N2CCCCC2)NC(=O)C(F)(F)F)cc1 (centres undefined)
(11) CCc1c(C#N)c(SCCC(=O)Nc2ccc(C)cc2)nc2c1C(=O)CC(C)(C)C2
(12) COc1ccc(N(C(=O)c2cccc([N+](=O)[O-])c2)S(=O)(=O)c2cccs2)cc1
(13) COc1cccc(OC)c1OCCOc1ccccc1OC(C)C
(14) C#Cc1cccc(-n2nnc(C(C)=O)c2C)c1
(15) CCS(=O)(=O)N1CCN(c2ccc(S(=O)(=O)N3CCOCC3)cc2)CC1
(16) OC(COc1cccc(OCC(O)CN2CCCC2)c1)CN1CCCC1 (centres undefined)
Assay by compound	9	10	11	12	13	14	15	16
p47phox inh	-17	1	-1	0	-17	-1	-7	-7
TbHK1 inh	-5	-1	4	-2	0	0	-3	4
14-3-3 Bad PPI	-5	-9	-6	-9	5	-8	-3	-4
zVAD death inh	0.3	1.3	-0.8	2.1	-0.6	0.0	2.8	-0.3
Runt-CBFb FRET	0	0	2	2	4	2	·	2
Hck-Nef inh	2	-4	-2	16	4	0	24	-21
MDM2 E3 inh	2	-12	-20	-15	-6	-1	-9	-17
EBV gp42 block	-14	-5	-3	2	-60	-11	-22	3
Runt-SMMHC FRET	0	-1	1	-2	2	0	-2	0

(17) CCCCCn1c(CN2CCCCC2CC)nc2c1c(=O)n(C)c(=O)n2C (centres undefined)
(18) CCOCCCNC(=O)CNC(=S)N(Cc1ccc(C)cc1)Cc1ccco1
(19) O=C(NCCn1cc(SCc2ccccc2)c2ccccc21)c1c(F)cccc1F
(20) O=C1c2ccccc2C(=O)N1Cc1cnc(N2CCN(c3ccccc3)CC2)s1
(21) Cc1ccc(CNC(=O)C2CCCN(S(=O)(=O)c3c(C)noc3/C=C/N(C)C)C2)cc1 (centres undefined)
(22) Cc1onc(-c2ccccc2Cl)c1C(=O)N1CCN(Cc2ccc3c(c2)OCO3)CC1
(23) COc1cc(NC(=O)C2=C(N3CCOCC3)/C(=C\c3ccc(N(C)C)cc3)CCC2)cc(OC)c1OC
(24) COc1ccc(CC(=O)n2nc(-c3cccnc3)nc2N)cc1
Assay by compound	17	18	19	20	21	22	23	24
p47phox inh	·	-9	-9	-21	1	-1	-23	-1
TbHK1 inh	-9	3	-2	-1	-29	-5	-5	0
14-3-3 Bad PPI	·	-8	-9	-4	3	-13	-14	4
zVAD death inh	0.4	-0.1	2.1	2.5	1.4	1.2	0.9	0.3
Runt-CBFb FRET	-5	19	-2	-1	-2	2	-33	0
Hck-Nef inh	0	29	-6	-1	14	15	4	1
MDM2 E3 inh	·	-13	·	-5	·	-8	5	6
EBV gp42 block	·	1	-6	-14	-13	1	-47	-7
Runt-SMMHC FRET	-4	-3	-5	-2	-5	-5	-42	1

(25) S=C(NCc1ccco1)NCC1CCCO1 (centres undefined)
(26) O=C(Nc1cccnc1)c1cnn2c(C(F)F)cc(C3CC3)nc12
(27) Cc1ccccc1NC(=O)c1cc(=O)c2ccccc2o1
(28) COCCn1c(=O)c2cc3c(=O)n(CCOC)c(=O)c3cc2c1=O
(29) CCOc1ccccc1CNCCNC(=O)c1nonc1N
(30) Cc1ccsc1/C=N/Nc1cccc(C(=O)O)c1
(31) O=C(CNc1cccc([N+](=O)[O-])c1)N/N=C/c1ccc([N+](=O)[O-])o1
(32) O=C(c1cccc(Cl)c1)N1CCN(C(=O)c2ccco2)CC1
Assay by compound	25	26	27	28	29	30	31	32
p47phox inh	4	-9	-8	-18	1	·	-1	-3
TbHK1 inh	3	-3	-4	-8	-5	-27	-19	6
14-3-3 Bad PPI	-11	-5	4	-8	-2	5	-5	-3
zVAD death inh	0.0	-0.4	0.5	0.5	-1.0	0.2	11	-0.4
Runt-CBFb FRET	10	1	0	2	3	-2	6	0
Hck-Nef inh	9	10	0	0	17	4	34	-1
MDM2 E3 inh	-16	-5	-8	-10	·	·	-8	-13
EBV gp42 block	0	-25	-15	-24	4	-13	0	-12
Runt-SMMHC FRET	1	3	-6	0	-2	-2	0	0

(33) CCOCc1[nH]c(=S)[nH]c(=O)c1Cc1ccc(OCC(C)C)cc1
(34) NC(=O)CCC(NS(=O)(=O)c1ccc(Cl)cc1)C(=O)NCc1ccccc1 (centres undefined)
(35) Cc1ccc(/C=C/C(=O)N2CCN(Cc3ccccc3)CC2)o1
(36) CC(C)C(=O)NNc1ccc(C(F)(F)F)cn1
(37) CCOC(=O)C1=C(c2ccc(OC)cc2)OC(N)=C(C#N)C1c1cccnc1 (centres undefined)
(38) Cc1ccccc1-c1nc(CN2CCCC(C(=O)NCCCN3CCOCC3)C2)c(C)o1 (centres undefined)
(39) Cc1c(NC(=O)/C=C/c2cn(-c3ccccc3)nc2-c2ccccc2)c(=O)n(-c2ccccc2)n1C
(40) Cc1nnc(SCC(=O)N2CCCCC2)n1CC1CCCO1 (centres undefined)
Assay by compound	33	34	35	36	37	38	39	40
p47phox inh	-16	-16	-4	8	-11	-14	4	-6
TbHK1 inh	9	6	-22	-4	-13	-6	-13	3
14-3-3 Bad PPI	-13	0	-6[fluorescence artefact?]	-2	2	18	9	-1
zVAD death inh	1.7	0.4	0.5	-0.9	1.1	1.2	2.6	0.5
Runt-CBFb FRET	-1	1	42	2	-6	0	-6	-1
Hck-Nef inh	21	0	2	7	-7	-1	1	9
MDM2 E3 inh	-13	-9	6	-1	-13	-10	-12	-4
EBV gp42 block	-24	-2	6	-7	-11	-17	-17	-17
Runt-SMMHC FRET	12	3	34	-3	-5	0	2	-6

(41) CN(C)CC(C)(C)CNC(=O)C1CCN(Cc2ccccc2O)CC1
(42) CC1CCCC2(C1)NC(=S)c1c(sc3c1CCCC3)N2 (centres undefined)
(43) O=C(NC(=S)Nc1cccnc1)c1cc2ccccc2o1
(44) CCOc1ccc(C(=O)NCc2cccnc2)cc1
(45) CCOC(=O)C1CN(S(=O)(=O)c2ccc(C)cc2)C1
(46) CCCn1c(N)c(C(=O)CN2CCN(S(=O)(=O)c3cccs3)CC2)c(=O)[nH]c1=O
(47) Cc1ccc(Cn2c(C)nc3c(c2=O)c2nc4ccccc4nc2n3Cc2ccco2)cc1
(48) O=C(Nc1ccccc1[N+](=O)[O-])C1(c2ccccc2)CCOCC1
Assay by compound	41	42	43	44	45	46	47	48
p47phox inh	-5	-1	-4	-3	0	-12	-91	-5
TbHK1 inh	3	-10	-19	1	-5	3	-15	1
14-3-3 Bad PPI	43	-2	-4	6[fluorescence artefact?]	7	-8	6	-8
zVAD death inh	0.5	-0.4	0.1	0.2	1.2	0.1	0.3	1.6
Runt-CBFb FRET	-2	39	-1	0	1	3	48	-1
Hck-Nef inh	-1	-25	8	2	1	-1	5	20
MDM2 E3 inh	-9	-13	0	-5	10	-10	-10	-15
EBV gp42 block	-5	-11	13	1	-6	-29	-14	-23
Runt-SMMHC FRET	-1	35	1	5	2	-15	47	-2

Copied from the list.
cpd 41 in MDM2 E3 inh shows -9
cpd 45 in 14-3-3 Bad PPI shows 7

Later entries:
(49) Cc1[nH]nc(SCC(=O)NCc2ccccc2)c1[N+](=O)[O-]
(50) O=C(CSc1nc(O)cc(=O)n1-c1ccccc1)NC1CCCCC1
(51) C[C@H](NC(=O)OCc1ccccc1)C(=O)NNC(=O)[C@H](Cc1ccccc1)NC(=O)OC(C)(C)C
(52) COC(=O)c1cc(C(=O)c2ccccc2)n2c(=O)/c(=C\N(C)C)sc12
(53) CCOc1cc(C)nc(NCCc2ccc(OC)c(OC)c2)n1
(54) COc1ccc(/C(O)=C2/C(=O)C(=O)N(CCN3CCOCC3)C2c2ccc(C)cc2)cc1 (centres undefined)
(55) Cc1ccc(C)c(S(=O)(=O)NCc2ccc(C(=O)N3CC(C)OC(C)C3)cc2)c1 (centres undefined)
(56) COCCSc1ccccc1C(=O)Nc1ccc(Cl)cc1
Assay by compound	49	50	51	52	53	54	55	56
p47phox inh	-11	-114	-6	-28	4	-10	-7	2
TbHK1 inh	-8	3	2	-17	0	-14	-1	1
14-3-3 Bad PPI	16	-4	-3	-5	-6	18	-2	-7
zVAD death inh	1.5	-0.8	-0.3	1.3	1.0	1.2	-0.5	1.2
Runt-CBFb FRET	3	1	-1	-66	2	-1	1	1
Hck-Nef inh	1	-2	26	-25	2	1	7	33
MDM2 E3 inh	11	-9	1	-4	-20	11	·	-4
EBV gp42 block	-14	-10	-4	-14	0	8	-9	-9
Runt-SMMHC FRET	-3	-6	3	-33	3	-2	-2	-2

Among those listed so far, these contain a CF3 group:
(10) COc1ccc(C(CC(=O)N2CCCCC2)NC(=O)C(F)(F)F)cc1 (centres undefined)
(36) CC(C)C(=O)NNc1ccc(C(F)(F)F)cn1
Assay by compound	10	36
p47phox inh	1	8
TbHK1 inh	-1	-4
14-3-3 Bad PPI	-9	-2
zVAD death inh	1.3	-0.9
Runt-CBFb FRET	0	2
Hck-Nef inh	-4	7
MDM2 E3 inh	-12	-1
EBV gp42 block	-5	-7
Runt-SMMHC FRET	-1	-3
